TDP43 rescue: inhibitors of TDP-43 toxicity in yeast | AID 652104 | Potency, µM (series often up to 46.1 µM), for inactives: at the top dose growth rescue (activation), actives largely listed as activators | actives 1.8% (n = 410,000) | TDP-43 expressing yeast growth rescue, BacTiter-Glo, 24 h; note: potency is the fitted concentration of half-maximal effect; % of control where 0% means no effect; nearly all actives have a fitted effect of over 50% in size
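Readout is BacTiter-Glo luminescence of cell growth, so inhibitors register as activators. TDP-43-expressing yeast at OD600=0.02 in galactose medium, after raffinose pregrowth to mid-log, were incubated with compound for 24 hr at 30 deg C.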
D3 antag: blocks the human D3 dopamine receptor | P35462 | D3R cells, DiscoveRx beta-arrestin luminescence, antagonist mode; active compounds read low | max response, negative = inhibition, % | actives 2.5% (n = 360,000) | AID 652054; in the data active = max response below about -50%; inconclusive = no clear call, values can overlap the other calls; note: % is set by controls: 0 for no effect and ±100 for the full control effect; mostly tested at two doses, the higher about 12 µM
Target sequence (P35462 whole entry, looked up): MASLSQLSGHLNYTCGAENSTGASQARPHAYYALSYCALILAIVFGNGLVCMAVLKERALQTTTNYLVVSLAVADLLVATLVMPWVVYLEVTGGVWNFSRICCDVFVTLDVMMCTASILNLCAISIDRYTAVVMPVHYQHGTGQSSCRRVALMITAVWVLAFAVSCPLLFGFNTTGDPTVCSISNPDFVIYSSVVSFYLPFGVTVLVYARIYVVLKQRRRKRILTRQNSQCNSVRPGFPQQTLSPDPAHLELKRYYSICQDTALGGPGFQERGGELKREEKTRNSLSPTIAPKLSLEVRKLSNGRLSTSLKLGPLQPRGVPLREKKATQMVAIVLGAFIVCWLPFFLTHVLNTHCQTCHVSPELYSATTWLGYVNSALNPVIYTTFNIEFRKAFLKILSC
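Cells plated overnight at 1500 cells/well, then exposed to library compounds with dopamine controls for 90 minutes at 37 degrees C. DiscoveRx reagent added for 30–60 minutes at room temperature; luminescence read, quantitative HTS format.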
aSyn yeast inh: inhibitors of alpha-synuclein toxicity in yeast. AID 652106. Potency, µM (top dose mostly 46.1 µM), without a hit: at the highest dose growth rescue (activation), hits mostly activators. Yeast expressing alpha-synuclein, growth rescue, BacTiter-Glo, 24 h. actives 0.14% (n = 370,000); note: potency is the fitted concentration of half-maximal effect; % of control where 0% means no effect; nearly all actives have a fitted effect of over 65% in size
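Readout is rescue of growth in alpha-synuclein-expressing yeast, so inhibitors of toxicity appear as activators. Growth after 24 hr at 30 deg C in galactose medium is quantified by luminescence.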
FUS yeast rescue: suppressors of FUS proteinopathy in yeast | AID 1347120 | Potency, µM (titrated, usually from 76.6 µM), without a hit: top-dose growth rescue (activation), hits mostly activators | actives 0.24% (n = 390,000) | S. cerevisiae FUS-expressing, growth rescue, OD600, 24 h;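 note: potency is the fitted concentration of half-maximal effect; plate controls were DMSO vehicle for no effect and reference control for full effect; nearly all actives have a fitted effect of over 55% in size; some results filed as inactive show a strong effect at the top dose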
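S. cerevisiae expressing FUS from galactose induction served as the toxicity model. Growth after 24hr at 30C, read as absorbance at 600 nm, indicates suppression of toxicity; compounds dosed at several concentrations.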
EPAC2 ag: agonists of human EPAC2 (RAPGEF4). Q8WZA2. EPAC2 activation, biochemical qHTS; response scale: 100% = 6.5 mM cAMP response. Potency, µM (series often up to 154 µM), for the others: at the top dose activation, hits mostly activators. actives 0.079% (n = 360,000). AID 720711; note: potency is the fitted concentration of half-maximal effect; nearly all actives have a fitted effect of over 50% in size
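Compounds were added across a concentration range to EPAC2 (100 nM), RAP1B-BODIPY-GDP (250 nM) and GDP (50 uM). After 5 min at room temperature, fluorescence was recorded at 5-min intervals for 30 min.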
DRD3 agonist: agonists of human D3 dopamine receptor; P35462; D3R DiscoveRx beta-arrestin cells, luminescence, 90 min; max activation, %; actives 0.58% (n = 410,000); in the data active = max activation above about 30%; note: 0% is about no effect; mostly tested at two doses, the higher about 12 µM
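Cells at 1500/well, incubated overnight, then treated with pinned compounds (dopamine as control) for 90 min at 37 degrees C. DiscoveRx reagent added for 30 - 60 minutes at room temperature; luminescence read.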
EPAC2 antagonist: EPAC2 (human) antagonism. Potency, µM (series often up to 114 µM), inactives show at the highest dose activity, negative = inhibition, actives largely listed as inhibitors. Q8WZA2. EPAC2 GEF exchange of Rap1B-BODIPY-GDP, fluorescence. actives 0.18% (n = 360,000). AID 720708; note: potency is the fitted concentration of half-maximal effect; % is set by controls: 0 for no effect and ±100 for the full control effect; nearly all actives have a fitted effect of over 45% in size; many of its hits are not listed in these tables
Abeta rescue: A-beta toxicity reversal in yeast; AID 1347071; actives 0.063% (n = 410,000); yeast expressing A-beta42, growth rescue, OD600, 48 h; response scale: 0% DMSO, 100% iron-clioquinol control; Potency, µM (doses to about 46.1 µM), inactives show top-dose growth rescue, usual class: activators; note: potency is the fitted concentration of half-maximal effect; nearly all actives have a fitted effect of over 55% in size
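Yeast A-beta toxicity model in growth medium with pinned compounds, 48 h at 30 C; growth read as absorbance at 600 nm. Normalized to FeCl3/clioquinol equimolar mix (positive) and DMSO (negative).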
Active calls of the source: *; ? = inconclusive; · = no result given; & = joins results of further samples; [ ] = another dose, or the depositor's remark. Unless noted, calls come from the whole dose curve; as a rule, active = well fitted curve in the direction sought with a large enough effect; inconclusive = small, poorly fitted or top-dose-only effect, or another doubt; inactive = no such curve, though single readings can be large; an effect the other way counts as inactive or inconclusive. Some of the compounds tested; rates above refer to the full screens.

SMILES	TDP43 rescue	D3 antag	aSyn yeast inh	FUS yeast rescue	EPAC2 ag	DRD3 agonist	EPAC2 antagonist	Abeta rescue
CSc1ccc(C(=O)C2CCCN(C(=O)c3ccc4c(c3)no[n+]4[O-])C2)cc1 (stereo not given)	20.7%	-14.8	17.1%	-11.6%	12.5%	-6.8	1.8%	-18.0%
COc1cc(OC)cc(C(=O)NC2CC3CCC(C2)N3Cc2ccco2)c1 (stereo not given)	2.8%	-90.5*	-1.1%	20.7%	-2.7%	-10.2	-1.4%	2.6%
c1ccc(COc2cccc(-c3cc4nc(NCc5cccs5)ccn4n3)c2)cc1	-18.9%	33.9	-25.1%	29.4%	13.3%	4.7	6.8%	-64.9%[inhibitor]
O=C(CN1CCN(Cc2ccc3c(c2)OCO3)CC1)NCC(F)(F)F	-1.8%	-23.0	-1.8%	-19.7%	2.7%	-6.0	-1.8%	-2.3%
CCC(=O)Nc1ccc(Br)cn1	-27.1%	-18.1	-2.4%	2.6%	5.1%	-2.9	16.0%	-4.5%
O=S(=O)(c1ccc(Cl)cc1)c1nc(-c2cccs2)oc1SCc1ccc(F)cc1	4.5%	·	·	7.0%	·	3.3	·	0.2%
CCOC(=O)N1CCC(NC(=O)CSCc2nc(-c3ccc(OC)cc3)oc2C)CC1	-12.0%	1.2	0.4%	5.8%	-2.7%	-1.8	-12.1%	-1.3%
Cc1ccc(-c2nnc(SCC(=O)NC3CCCC3)n2C)cc1	-15.8%	5.4	-2.7%	5.2%	4.3%	1.2	2.1%	-9.5%
O=C(CSc1nnc2ccccn12)NCCc1ccc(F)cc1	6.0%	-2.6	3.3%	11.9%	12.2%	7.6	-3.6%	16.8%
CCCCN1C(=O)C(CC(=O)NCCCCc2ccccc2)CC(C(=O)N(C)C)=C1C (stereo not given)	14.9%	-6.4	3.1%	6.3%	16.0%	-2.7	4.6%	7.0%
CC(C)(C)C(=O)Nc1ccc(C(=O)Nc2cccnc2)cc1	8.2%	13.5	·	-9.9%	4.2%	1.6	2.6%	1.7%
Cc1ccc(SCCn2nc(C(=O)O)c3ccccc3c2=O)cc1	?	8.6	7.2%	2.7%	-11.0%	6.3	-29.9%	15.4%
CC(C)[C@@H](NC(=O)OC(C)(C)C)C(=O)NCC1CCC(C(=O)N[C@@H](Cc2ccccc2)C(=O)O)CC1 (stereo not given in full)	-5.3%	0.0	-3.0%	29.3%	3.3%	-18.0	19.1%	-7.5%
CCc1ccccc1NC(=O)Nc1ccc2c(c1)N(CC)C(=O)c1ccccc1S2	1.9%	·	·	18.3%	·	1.9	·	-6.7%
CCCCCCn1c(N2CCCC2)nc2c1c(=O)n(C)c(=O)n2C	?	-3.4	3.2%	26.9%	13.1%	-3.5	1.3%	9.1%
O=C(Nc1ccc2[nH]ncc2c1)c1ccc(F)cc1	4.9%	18.0	-5.1%	10.2%	-0.6%	3.1	4.2%	-12.0%
O=C(CC1CCOCC1)Nc1ccc(Cl)c(Cl)c1	·	0.0	-5.5%	?	1.3%	-6.3	0.6%	13.2%
COc1cc(OC)cc(-c2cc3nc(C)c(CCC(=O)Nc4ccc(F)c(Cl)c4)c(C)n3n2)c1	-9.2%	·	·	10.0%	·	0.4	·	-7.3%
Cc1ccccc1NC(=O)/C(C#N)=C\c1cc(C)n(-c2ccc(C(=O)O)cc2)c1C	?	0.7	2.6%	0.0%	9.4%	3.7	-9.9%	-93.5%[inhibitor]
Cc1nc(N2CCOCC2)c2c(C)c(C(=O)Nc3ccc(F)cc3Cl)sc2n1	-9.8%	10.6	-2.7%	11.7%	-0.1%	-4.0	15.5%	-25.3%
CC(=O)c1ccc(NC(=O)C2CC2c2ccccc2)cc1 (stereo not given)	?	22.1	-18.9%	?	11.5%	-6.3	-7.9%	23.1%
CCc1ccccc1NC(=O)CNC(=O)CNC(=O)Cc1ccccc1	-14.0%	-3.1	-1.3%	9.0%	-3.8%	-9.1	-3.3%	-0.2%
C/C(CCc1ccccc1)=N\NC(=S)NCCc1ccccc1	-15.5%	-25.5	0.0%	23.2%	19.9%	-6.0	-7.5%	?
CCOC(=O)C1CCN(CC(=O)N2CCc3ccccc32)CC1	-10.9%	-74.4*	1.1%	20.1%	7.3%	-25.2	-7.6%	?
Cc1ccc(-n2c(N)cc(=O)nc2SCC(=O)N2CCN(c3ccccc3)CC2)cc1	-1.9%	-8.3	-0.8%	21.2%	-3.7%	-5.9	-7.1%	0.1%
CCOC(=O)C1CCN(C(=O)Cc2cccs2)CC1	-1.8%	16.0	0.4%	-2.0%	1.6%	-2.8	2.4%	-7.8%
N#Cc1ccc(-c2nc3ccc(Br)cn3c2Cc2ccsc2)cc1	14.9%	20.1	5.4%	31.2%	2.5%	1.6	-15.1%	-9.6%
COC(=O)C(Cc1c[nH]c2ccccc12)NC(=O)C1CC1 (stereo not given)	-5.7%	0.7	0.4%	7.3%	2.6%	-3.7	7.0%	4.8%
Nc1ccc2nn(-c3cccc4ccccc34)nc2c1	10.6%	?	12.7%	23.6%	6.6%	-9.3	-5.6%	-13.2%
O=[N+]([O-])c1ccccc1/C=N/n1c(C2CCCCC2)n[nH]c1=S	31.6µM*	-11.0	2.9%	18.7%	7.7%	-3.9	-7.5%	-15.2%
COc1ccc(C(=O)Nc2c(C(=O)c3ccccc3)oc3ccccc23)cc1	3.4%	·	1.5%	-22.7%	·	-17.2	·	-10.8%
Cc1cccc(COCC(Cc2ccccc2)N2CCN(C(=O)c3cccc(Cl)c3)CCC2=O)c1 (stereo not given)	20.0%	2.9	?	?	10.5%	-27.3	-16.3%	7.0%
O=C(COc1ccccc1Cl)N(Cc1cccs1)C1CCS(=O)(=O)C1 (stereo not given)	0.0%	4.5	8.1%	12.5%	11.3%	3.3	9.9%	1.1%
Cc1ccc(C)c(NC(=O)CSc2nc(-c3ccccc3)c(C#N)c(=O)[nH]2)c1	15.6%	·	·	2.4%	·	-12.5	·	-4.2%
COc1ccccc1Cn1c(C)c(C(=O)NCCC#N)sc1=O	-10.2%	-1.8	3.3%	-7.8%	2.3%	4.0	6.7%	-10.9%
Cc1cccc(C)c1NC(=O)CN(C)C(=O)c1cc(S(=O)(=O)N2CCOCC2)ccc1N1CCCC1	-4.8%	-12.7	1.4%	7.0%	1.2%	-7.2	-1.6%	3.9%
CS(=O)(=O)NCCCNc1c(Cl)cccc1[N+](=O)[O-]	-17.5%	14.9	-5.2%	13.2%	1.1%	1.4	-3.8%	12.0%
COc1ccc(Cl)cc1S(=O)(=O)Nc1cccc(C(=O)O)c1	-15.4%	-8.8	-2.2%	?	4.9%	-2.1	-4.1%	4.1%
Cc1ccccc1-c1nc(CN2CCC(C(=O)NC3CC3)CC2)c(C)o1	-3.2%	-1.4	3.0%	-10.8%	-6.3%	-7.8	0.1%	4.7%
CC(OC(=O)c1cccs1)C(=O)NCc1ccccc1 (stereo not given)	24.4%	-10.4	4.7%	-4.0%	1.7%	0.8	-1.1%	19.8%
Cc1cccc(C)c1NC(=O)c1cc(S(=O)(=O)N2CCc3ccccc3C2)ccc1F	-11.2%	·	·	21.7%	·	9.4	·	-11.9%
CCCC(=O)N1CCN(c2ccc(NC(=O)c3ccc([N+](=O)[O-])o3)cc2)CC1	12.0%	-23.1	-12.0%	11.6%	9.0%	-13.5	-3.4%	-35.1%
CC(C)Oc1ccc(/C(O)=C2/C(=O)C(=O)N(CCCn3ccnc3)C2c2cccnc2)cc1 (stereo not given)	20.4%	-0.6	5.9%	·	-3.1%	-2.0	6.4%	5.1%
O=c1c2cn(Cc3ccccc3)c3ccccc3c-2nn1Cc1ccc(F)cc1Cl	-22.8%	-12.7	-2.5%	3.6%	2.3%	-8.3	-6.2%	-7.2%
Cc1cc(C(=O)O)c(CSc2ncn[nH]2)o1	6.2%	15.4	-4.9%	·	1.5%	1.0	-4.9%	-15.2%
CCN(CC(=O)Nc1ccc2c(c1)OCCO2)C(=O)CCc1ccccc1Cl	?	-23.2	-4.5%	30.8%	8.9%	-4.7	5.0%	1.0%
CCc1ccc(-c2nc(SCC(=O)NCC3CCCO3)c(-c3ccc(F)cc3)[nH]2)cc1 (stereo not given)	19.1%	·	·	-20.4%	·	-17.7	·	-9.4%
Cc1cccc(C(=O)N[C@H](C(=O)Nc2nnc(C3CC3)s2)C(C)C)c1	-0.3%	-12.2	-0.5%	-19.2%	6.2%	-3.1	-0.9%	-8.1%
CCN(Cc1ccccc1)C(=O)CCNS(=O)(=O)c1ccc2c(c1)CC(C)N2C(C)=O (stereo not given)	20.0%&-4.9%	-5.7	-0.3%	-5.9%&44.3%	1.9%	0.3&4.2	0.2%	8.3%&-13.7%
Cc1csc(NC(=O)C(C)N2C(=O)c3ccccc3S2(=O)=O)n1 (stereo not given)	-3.1%	-6.2	4.8%	-25.5%	1.8%	-6.9	1.4%	2.2%

(continued)
SMILES	TDP43 rescue	D3 antag	aSyn yeast inh	FUS yeast rescue	EPAC2 ag	DRD3 agonist	EPAC2 antagonist	Abeta rescue
O=c1[nH]cnc2scc(-c3ccc(F)cc3)c12	?	12.3	-6.2%	1.9%	4.5%	1.9	1.9%	-1.1%
Cc1cc(C(=O)NP(=O)(N2CCOCC2)N2CCOCC2)c(C)n1-c1ccc(N(C)C)cc1	-11.8%[9.22 µM]	3.4	6.1%	12.2%	6.7%	-1.6	-4.4%	11.9%
CCc1cccc(-n2c(=O)c3cccnc3n2CC(=O)NCc2ccccc2Cl)c1	21.8%	·	·	-11.6%	·	9.0	·	-7.2%
Cc1cccc(NC(=O)N2CCC(NC(=O)C3CCCCC3)CC2)c1	-7.0%	0.1	5.6%	-0.3%	4.3%	-7.2	-5.0%	5.2%
Cc1c(/C=N/NC(=O)c2ccccc2O)c2ccccn2c1C(=O)c1ccc(F)cc1	-4.5%	13.5	4.9%	·	3.6%	31.3*	-15.6%	7.5%
COC(=O)c1ccc(CSc2nnc(Nc3ccccc3OC)s2)o1	17.8µM*	-13.1	-8.3%	8.9%	13.0%	-10.6	-1.4%	-11.7%

Bioassay records: PubChem BioAssay, National Center for Advancing Translational Sciences (NCATS)
